Source: PubChem BioAssay
TRHR enhancer: allosterically enhances the human TRH receptor | P34981 | TRHR cells, fluo-8 calcium fluorescence, EC20 TRH enhancement | enhancement, % at 2 µM | 360,000 tested, 0.66% active | AID 493056; in the data active = enhancement above about 30%; note: 0% is about no effect
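Enhancer read-out: after compound pinning and an initial kinetic agonist-mode read, an EC20 of TRH (10 nM final) was injected and fluo-8 calcium signal (Ex 480/Em 530) followed at 1 s/cycle for 100 cycles in TRHR-expressing cells.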
TrxR1 substrate: rat thioredoxin reductase 1 substrate activity | O89049 | purified TrxR1 substrate turnover, NADPH consumption readout | Potency, µM (doses to about 114 µM), for inactives: top-dose activity change, negative = substrate turnover | 390,000 tested, 0.01% active; note: potency is the fitted concentration of half-maximal effect; % is set by controls: 0 for no effect and ±100 for the full control effect; nearly all actives have a fitted effect of over 50% in size
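Rat TrxR1, dispensed at 90 nM, was prereduced with 400 uM NADPH (final) for 5 min at ~22 deg C, then incubated with compound 15 min before 400 uM selenite. A first-read NADPH fluorescence drop versus no-compound background flagged substrates.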
PI4K2A inh: blocks human PI4K2A kinase activity | Q9BTU6 | purified PI4K2A, ADP-Glo luminescence, 1 h; active compounds read low | activity change, negative = inhibition, % at 76.9 µM | 420,000 tested, 0.13% active; in the data active = activity change below about -50%; inconclusive = mostly about -30% to -49%;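 note: -100% = wells without enzyme as full effect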
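ADP-Glo luminescence measured ADP generated by PI4K2A enzyme (4 ug/mL before mixing) with 1.2 mM PI substrate (pre-mix) and 300 microM ATP (pre-mix). Tris pH7.5 buffer with MgCl2, Triton X-100; 1 h reaction at ambient temperature.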
mIDH1 inhibitor: human IDH1 R132H inhibition | Potency, µM (highest dose often 76.6 µM), for the others: at the top dose activity change, negative = inhibition, actives largely listed as inhibitors | 390,000 tested, 0.093% active | IDH1-R132H enzyme, NADPH consumption, diaphorase/resazurin fluorescence; note: potency is the fitted concentration of half-maximal effect; % is set by controls: 0 for no effect and ±100 for the full control effect; nearly all actives have a fitted effect of over 65% in size
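IDH1-R132H (0.5 ug/mL) preincubated 30 min with compound, then NADPH (0.016 mM) and alpha-KG (2 mM) added; 80 min at RT, pH 7.5. Remaining NADPH coupled via diaphorase/resazurin to fluorescence (540/590 nm); concentration-response curves normalized to no-enzyme control.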
TRHR agonist: agonists of human TRH receptor; P34981; TRHR cells, calcium flux fluo-8, FDSS agonist mode; activation, % at 2 µM; 360,000 tested, 0.18% active; AID 493084; in the data active = activation above about 30%; note: 0% is about no effect
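TRHR-expressing cells loaded with fluo-8 calcium dye; 23 nL library compound pin-transferred, kinetic FDSS fluorescence (Ex 480/Em 530) recorded about 180 s for agonist-induced calcium release, before a 10 nM TRH EC20 addition for potentiator mode.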
USP1 inh: blocks the human USP1/UAF1 deubiquitinase complex; O94782; AID 743255; 390,000 tested, 0.23% active; Potency, µM (titrated, usually from 57.1 µM), without a hit: at the top dose activity change, negative = inhibition, hits mostly inhibitors; recombinant USP1/UAF1, Ub-Rhodamine cleavage fluorescence; note: potency is the fitted concentration of half-maximal effect; % is set by controls: 0 for no effect and ±100 for the full control effect; nearly all actives have a fitted effect of over 60% in size; inactives centre near -12
Target sequence (O94782 whole entry, looked up): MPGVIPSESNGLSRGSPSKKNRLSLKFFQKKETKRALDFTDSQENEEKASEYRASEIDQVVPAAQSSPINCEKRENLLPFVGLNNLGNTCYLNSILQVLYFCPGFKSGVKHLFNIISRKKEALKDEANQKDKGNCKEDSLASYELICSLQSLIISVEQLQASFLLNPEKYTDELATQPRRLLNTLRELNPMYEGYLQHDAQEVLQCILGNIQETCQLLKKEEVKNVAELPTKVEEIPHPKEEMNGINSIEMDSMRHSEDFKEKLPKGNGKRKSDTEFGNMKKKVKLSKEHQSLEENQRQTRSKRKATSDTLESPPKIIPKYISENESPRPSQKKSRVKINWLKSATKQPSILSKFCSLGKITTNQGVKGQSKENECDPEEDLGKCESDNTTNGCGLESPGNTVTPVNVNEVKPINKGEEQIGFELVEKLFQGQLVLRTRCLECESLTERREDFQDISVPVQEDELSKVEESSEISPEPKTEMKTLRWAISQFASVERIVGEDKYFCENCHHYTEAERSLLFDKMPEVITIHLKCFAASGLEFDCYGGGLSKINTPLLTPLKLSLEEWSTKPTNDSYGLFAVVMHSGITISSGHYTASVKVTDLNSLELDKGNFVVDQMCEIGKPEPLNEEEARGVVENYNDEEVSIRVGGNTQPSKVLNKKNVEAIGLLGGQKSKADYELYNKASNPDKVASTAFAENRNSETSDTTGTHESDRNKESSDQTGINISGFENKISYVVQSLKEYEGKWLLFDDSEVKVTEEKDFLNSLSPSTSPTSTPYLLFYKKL
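1 nM enzyme complex + cpd, 15 min RT; start with Ub-Rho 150nM final; kinetic fluorescence ex 480/em 540, 6 reads q60 s. Buffer 50mM HEPES pH 7.8, 0.5mM EDTA, 0.1 mg/ml BSA, 1mM TCEP, 0.01% Tween-20.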
D2 ag: activates the human D2 dopamine receptor; P14416; HEK293 T-REx D2 cells, calcium flux agonist mode; activation, % at 2 µM; 340,000 tested, 0.53% active; AID 485358;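 active = activation over 3 SD above normal in the single-dose calcium agonist read, cut at about 30% in these data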; note: 0% is about no effect
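Agonism is scored from calcium flux in a force-coupled, inducible HEK293 cell line expressing D2, read kinetically for 180 s after compound addition against dopamine controls.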
D2 antagonist: antagonizes the human D2 dopamine receptor | P14416 | HEK293 TREx D2 cells, calcium flux, dopamine EC80 | inhibition, % at 10 µM | 340,000 tested, 2% active | AID 485344; in the data active = inhibition above about 30%; note: 0% is about no effect
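Dopamine at EC80 is the agonist stimulus; test compounds precede it by 180 s. Calcium flux read kinetically in a force-coupled, inducible HEK293 T-REx D2 cell line.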
TrxR1 inh: blocks rat thioredoxin reductase 1; O89049; recombinant rTrxR1, NADPH fluorescence consumption, selenite substrate; Potency, µM (highest dose often 114 µM), without a hit: top-dose activity change, negative = inhibition, actives largely listed as inhibitors; 390,000 tested, 1% active; AID 588453; note: potency is the fitted concentration of half-maximal effect; % is set by controls: 0 for no effect and ±100 for the full control effect; nearly all actives have a fitted effect of over 65% in size
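Rat TrxR1 (90 nM in the dispensed reagent) was pre-reduced with 400 uM NADPH for 5 min at room temperature, then incubated with compound for 15 min. After 400 uM selenite was added, NADPH fluorescence (Ex 340/Em 450 nm) was followed for 8 min.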
* marks the source's active call; other numbers are inactive results; ? = inconclusive; . = not tested or not shown; & = joins results of further samples; [ ] = dose if it differs, or a comment. Unless noted, calls come from the whole dose curve; as a rule, active = well fitted inhibition curve with a large enough effect; inconclusive = small, poorly fitted or top-dose-only effect; inactive = no such curve, though single readings can be large or run the other way.

entry	structure	PI4K2A inh	D2 antagonist	mIDH1 inhibitor	TrxR1 inh	TRHR agonist	D2 ag	TrxR1 substrate	TRHR enhancer	USP1 inh
1	CCC(=O)NC(=S)Nc1ccc(Cl)cn1	6	-1	1%	19%[57.1 µM]	0.6	0.2	12%[57.1 µM]	-1	-19%
2	CCOc1ccc(N2CC(C(=O)NC(C)C)CC2=O)cc1 (stereo unspecified)	0	.	11%	7%	.	.	-11%	.	-4%
3	C=CCn1c(NC(=O)c2ccc(Br)o2)c(C(=O)OCC)sc1=S	11	1	-8%	?	0.3	0.1	-4%	4	-6%
4	CC(C)c1ccc(NC(=O)Cn2nnc(C(=O)NCc3ccc(Cl)cc3)c2N)cc1	2	.	-3%	14%	0.4	0.4	0%	15	-26%
5	O=S(=O)(c1ccc(S(=O)(=O)N2CCN3CCCC3C2)cc1)N1CCCC1 (stereo unspecified)	-2	-28	8%	18%	0.2	0.5	10%	0	-2%
6	CCC(C)C(NS(=O)(=O)c1ccc(C)cc1)C(=O)Oc1ccc2c3c(c(=O)oc2c1)CCC3 (stereo unspecified)	4	19	5%	24%[57.1 µM]	0.2	0.4	17%[57.1 µM]	-9	-15%
7	CCCn1c(NCc2c[nH]c3ccccc23)nc2ccccc21	-3	.	3%	-6%	0.2	.	-2%	0	-16%
8	COc1ccccc1NC(=O)CC1SC(=N)N(c2ccccc2)C1=O (stereo unspecified)	-3	-5	7%	7%[57.1 µM]	0.2	-0.3	3%[57.1 µM]	9	-22%
9	Cc1cc(C)c(S(=O)(=O)N2CCCCC2CCNC(=O)C(=O)NCCN2CCOCC2)c(C)c1 (stereo unspecified)	2	5	1%	1%	-0.1	0.0	0%	-2	-12%
10	O=C(COC(=O)CCSc1ccc(Cl)cc1)NCc1ccccc1	-1	-1	0%	1%[57.1 µM]	0.0	1.8	0%[57.1 µM]	-3	-16%
11	Cc1ccc(S(=O)(=O)NC(=S)c2ccccc2)cc1	-5	.	3%	5%	.	.	2%	.	-24%
12	Cc1ccc(NC(=O)c2ccc(C)c(S(=O)(=O)N3CCCCCC3)c2)cc1	-3	.	9%	10%[57.1 µM]	1.4	1.0	0%[57.1 µM]	-6	-31%
13	CCOc1cc(C(=O)CCC(=O)OCC(=O)NC(=O)NCC(C)C)ccc1O	0	-7	0%	15%	-0.1	-2.2	2%	1	-33%
14	COc1ccc(/C=N/NC(=O)c2cccnc2)cc1CSc1ccccn1	-24	4	1%	3%	-0.6	-1.0	-4%	-3	-11%
15	CC(OC(=O)c1ccc2ncsc2c1)C(=O)N(C)C1CCCCC1 (stereo unspecified)	-4	-34	1%	5%	0.3	-0.4	2%	3	-1%
16	O=C(c1ccc2c(c1)OCO2)N1CCN=C1SCc1cccnc1	-2	-3	-4%	24%	-0.9	1.2	2%	1	-23%
17	COc1ccc(Cl)cc1NC(=S)N1CCN(C(=O)c2ccco2)CC1	3	-8	2%	-35%	-0.5	6.6	-6%	1	6%
18	CCCCn1c(N)c(N(CCC(C)C)C(=O)CSc2nnc3ccccn23)c(=O)[nH]c1=O	6	-12	0%	-4%	0.2	0.4	-2%	0	-6%
19	Cc1nc([N+](=O)[O-])c(C(=O)OCc2ccccc2C#N)n1C	-3	9	3%	6%	0.4	1.3	0%	-1	-14%
20	Cc1ccc2oc(-c3cccc(NC(=O)c4cccc5c(Br)cccc45)c3)nc2c1	-1	.	-2%	6%	0.3	1.4	1%	2	-1%

Part of the list above, reformatted:
Below each compound: PI4K2A inh	D2 antagonist	mIDH1 inhibitor	TrxR1 inh	TRHR agonist	D2 ag	TrxR1 substrate	TRHR enhancer	USP1 inh
#10 O=C(COC(=O)CCSc1ccc(Cl)cc1)NCc1ccccc1
→ -1	-1	0%	1%[57.1 µM]	0.0	1.8	0%[57.1 µM]	-3	-16%
#11 Cc1ccc(S(=O)(=O)NC(=S)c2ccccc2)cc1
→ -5	.	3%	5%	.	.	2%	.	-24%

The list continues:
entry	structure	PI4K2A inh	D2 antagonist	mIDH1 inhibitor	TrxR1 inh	TRHR agonist	D2 ag	TrxR1 substrate	TRHR enhancer	USP1 inh
21	COCc1cc(C)n(CC(=O)Nc2cccc(C(C)=O)c2)c(=O)c1C#N	4	.	1%	3%	0.5	-0.6	26%	3	-19%
22	COc1ccc(CNC(=O)CCC(=O)Nc2nnc(C(C)C)s2)cc1	-1	2	3%	18%[11.4 µM]	-0.2	0.7	10%[57.1 µM]	-1	1%
23	O=C(c1ccccc1)N1CCN(C(=O)c2ccc3c(c2)OCO3)CC1	-2	0	10%	0%	0.6	0.2	-3%	2	-4%
24	COc1ccc(C2=NO[C@@H]3C(=O)N(c4ccc5c(c4)OCCO5)C(=O)[C@H]23)cc1OC	1	.	2%	-16%	0.3	.	-5%	-4	0%
25	CN(C)c1ccc(CNC(=O)c2cccn2-c2nnc(N3CCCCC3)s2)cc1	-1	.	9%	-6%[57.1 µM]	0.4	-0.1	-6%[57.1 µM]	-5	-16%
26	CCN(CC(=O)Nc1c(F)cccc1F)C(=O)C1=COCCO1	-2	-9	3%	20%	0.3	-0.2	10%	-1	-15%
27	CCCCCN=C(N)N/N=C/c1c[nH]c2ccc(OC)cc12	-3&0	.	-8%	8%	.	.	1%	.	-12%
28	CC(=O)Nc1ccc(NC(=O)CSc2nc3c(=O)n(C)c(=O)n(C)c3n2C)cc1	0	-6	6%	-3%	-0.5	0.1	0%	7	-6%
29	CCCCNC(=S)Nc1ccc2nc3n(c(=O)c2c1)CCCCC3	4	9	4%	?	0.2	0.4	-2%	9	-21%
30	O=C(NC1CCCC1)C(c1cccnc1)N(CCc1ccccc1)C(=O)c1ccco1 (stereo unspecified)	-2	7	-4%	-5%[57.1 µM]	-0.1	0.5	-4%[57.1 µM]	-5	-20%
31	Cc1ccsc1/C=N/NC(=O)C(N)=O	-7	-11	12%	5%[57.1 µM]	-0.1	-0.7	-1%[57.1 µM]	5	-16%
32	COc1ccc(CN(CCC(C)C)S(=O)(=O)c2ccccc2Br)cc1	2	.	6%	21%	.	.	-5%	.	-16%
33	COc1cc(/C(C)=N/NC(=O)c2cccc(S(=O)(=O)N3CCCC3)c2)cc(OC)c1OC	-5	13	6%	-2%	0.4	0.4	-3%	-1	-16%
34	COc1cc(OC)c2c(-c3cccc(-c4sccc4C(C)=O)c3)cc(=O)oc2c1	0	.	-6%	23%	.	.	6%	.	-25%
35	O=C(COC(=O)C12CC3CC(CC(C3)C1)C2)Nc1ccc2[nH]c(=O)[nH]c2c1	6	-6	4%	18%	0.4	0.6	2%	6	-18%
36	O=C(Nc1ccc2c(c1)N(S(=O)(=O)c1cccs1)CCC2)c1c(F)cccc1Cl	-7	13	5%	10%	1.3	0.1	0%	-3	-11%
37	CCCOc1ccc(NC(=O)CC2C(=O)Nc3ccccc3N2CC(=O)N2CCCC2)cc1 (stereo unspecified)	16	-39	-6%	13%	-0.1	0.5	6%	2	-7%
38	Cc1nn(C)c(=O)c(N)c1-c1cc(-c2ccc(Cl)c(Cl)c2)n[nH]1	1	0	-1%	2%	-0.3	0.6	-1%	-2	-5%
39	O=C(COc1cccnc1[N+](=O)[O-])N1CCN(S(=O)(=O)c2ccc3ccccc3c2)CC1	2	1	-2%	0%[57.1 µM]	-0.7	0.8	2%[57.1 µM]	-5	-6%
40	C=CCNC(=S)Nc1ccc(N2CCOCC2)c(S(=O)(=O)Nc2ccccc2Cl)c1	4	-41	-3%	9%[57.1 µM]	1.6	1.5	-12%	2	-13%

Other records follow:
entry	structure	PI4K2A inh	D2 antagonist	mIDH1 inhibitor	TrxR1 inh	TRHR agonist	D2 ag	TrxR1 substrate	TRHR enhancer	USP1 inh
41	COc1ccc(-c2ccc(SCC(=O)NCc3ccco3)nn2)cc1	5	3	1%	8%[57.1 µM]	-1.1	0.1	2%[57.1 µM]	-3	-9%
42	COc1ccccc1C(C)NC(=O)c1ccccc1SCC(=O)N1CCCC1 (stereo unspecified)	-4	-3	-1%	23%	-0.3	-0.1	6%	-1	-9%
43	O=C(NCCN1CCOCC1)/C(=C\c1ccc(Br)cc1)NC(=O)c1cccs1	0	-7	-2%	-8%	0.2	0.5	-8%	-1	-20%
44	O=C(CCCCCCCCC(=O)N1CCCCC1)N1CCCCC1	2	.	3%	0%[11.4 µM]	.	.	4%[11.4 µM]	.	-1%
45	CCOc1cccc(=O)c2c(C)n(Cc3ccco3)c(C)c12	1	.	4%	-12%	-1.5	.	0%	7	-25%
46	O=C(CN1CCN(C(=O)C2CCC2)CC1)Nc1ccc(F)cc1	-1	-2	0%	32%	0.8	0.3	6%	5	-8%
47	CCc1ccc(NC(=O)CCC(=O)N2CCSc3ccccc32)cc1	-1	2	8%	10%[57.1 µM]	-0.4	0.2	-11%[57.1 µM]	-1	-20%
48	Cc1cccn2c(=O)c(/C=C(\C#N)c3nc4ccccc4[nH]3)c(Oc3ccc(C(C)(C)C)cc3)nc12	-8	.	0%	4%	2.4	.	-2%	3	-17%
49	COc1ccc(CSCC(=O)N/N=C/c2ccc(OCC(=O)NCc3ccco3)cc2)cc1	11	-5	7%	-5%	-0.2	-0.9	-2%	-3	-6%
50	COc1ccc(-c2nn(-c3ccccc3C)cc2CNCCc2cnc[nH]2)cc1F	-6	-9	1%	8%	0.3	-0.2	4%	9	-9%
51	CCCN1CCC(=O)N([C@H](CSc2ccc(Br)cc2)c2ccccc2)CC1	-4	-9	-7%	13%[57.1 µM]	-0.2	-0.2	-4%	2	-14%
52	CC(C)(C)c1ccccc1NC(=O)c1cnn2c(C(F)F)cc(-c3ccccc3)nc12	-7	.	7%	5%	-0.1	.	103%[activator]	-18	-35%
53	O=C(NCCCN1CCCC1)Nc1ccc(F)cc1	-2	-6	-11%	2%	0.6	0.3	-5%	-5	-18%
54	COc1ccc(F)cc1CN1CCN(CC(=O)N2CCc3ccccc32)CC1	3	-2	0%	22%[57.1 µM]	-0.2	-0.6	8%[57.1 µM]	4	-18%
55	CC(=O)N(Cc1ccccc1C)c1cccc(C)c1C	2	.	9%	12%[57.1 µM]	-0.3	.	-2%	-1	-13%
